Screening results from PubChem BioAssay.
esBAF inh: blocks esBAF chromatin remodeling in mouse ES cells; Bmi1-luciferase knock-in reporter, 24 h; 100% = twice the neutral-well signal; reporter increase, % at 12.5 µM; 2% of 350,000 active; in the data active = activation above about 40%;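 note: 0% = median of the plate's neutral control wells and 100% = double that signal; a rise in the Bmi1 reporter signal indicates esBAF inhibition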
S100A4 inh HTS: inhibitors of human S100A4 binding to myosin IIA peptide; P26447; S100A4/TAMRA-MyoIIA peptide fluorescence polarization; inhibition, % at 10.7 µM; 0.14% of 360,000 active;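 active = mean inhibition of at least 70% across replicates, with every replicate also reaching that level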
Target sequence (P26447 whole entry, looked up): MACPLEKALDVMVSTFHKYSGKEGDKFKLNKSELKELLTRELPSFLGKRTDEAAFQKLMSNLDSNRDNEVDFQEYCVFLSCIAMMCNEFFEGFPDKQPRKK
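Material: S100A4 monomer protein | Medium: HEPES pH 7.2 with CaCl2, KCl, NaCl, DTT, Triton | Reagent: Labelled myosin peptide probe, 5 nM | Doses: One dose per compound | Times: 5 min incubation before reading | Benchmarks: Neutral control DMSO, positive control TFP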
LGR2 antag: Drosophila LGR2 receptor signaling inhibition. HEK293 LGR2, CRE-luciferase, bursicon-stimulated, 4 h. inhibition, % at 9.99 µM. 0.35% of 380,000 active. AID 720647;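 active = drop in luminescence signal, shown as inhibition above about 50% in the replicate tests, limit read from the data, passing the limit was not always enough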;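 note: agonist challenge used bursicon conditioned medium at about half maximal strength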
C2C12 statin: suppression of simvastatin myotoxicity. C2C12 myotubes + simvastatin, ATP luminescence, 48 h; scaled: DMSO 0, geranylgeraniol control 100. rescue of ATP level, % at 7.49 µM. 0.78% of 330,000 active. AID 602340;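 active = mean ATP rescue above about 67%, or every replicate alone reaching that limit, limit read from the data, passing the limit was not always enough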;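 note: myotubes were challenged with 10 µM simvastatin during compound exposure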
SIRT5 block: sirtuin-5 (human) deacylase inhibition; Q9NXA8; Purified SirT5, succinyl-peptide AMC, trypsin-coupled fluorescence; inhibition, % at 15 µM; 1.1% of 330,000 active; in the data active = inhibition above about 15%
Target sequence (Q9NXA8 whole entry, looked up): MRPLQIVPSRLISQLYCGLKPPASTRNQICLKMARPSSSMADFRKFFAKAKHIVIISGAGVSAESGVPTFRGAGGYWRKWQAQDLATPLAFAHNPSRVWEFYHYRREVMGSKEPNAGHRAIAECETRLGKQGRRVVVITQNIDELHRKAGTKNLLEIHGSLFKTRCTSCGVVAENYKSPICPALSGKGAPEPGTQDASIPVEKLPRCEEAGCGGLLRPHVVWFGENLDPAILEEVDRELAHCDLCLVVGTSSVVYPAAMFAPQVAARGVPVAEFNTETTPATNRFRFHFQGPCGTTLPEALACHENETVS
CASP6 VEID inh: caspase-6 (human) enzyme inhibition; purified caspase-6, Z-VEID-R110 cleavage fluorescence; AID 686996; inhibition, % at 12.5 µM; 0.53% of 350,000 active; P55212;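 active = mean inhibition across replicates at least about 35%, with every replicate also reaching that limit, limit read from the data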;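 note: 0% = median of neutral control wells and 100% = no fluorescence left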
Target sequence (P55212 24-179 limits assumed): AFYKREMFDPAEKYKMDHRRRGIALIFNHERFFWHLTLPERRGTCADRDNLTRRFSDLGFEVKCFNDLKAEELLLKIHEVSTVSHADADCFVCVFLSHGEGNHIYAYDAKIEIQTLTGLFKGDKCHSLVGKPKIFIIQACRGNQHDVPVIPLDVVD
Target sequence (P55212 194-293 limits assumed): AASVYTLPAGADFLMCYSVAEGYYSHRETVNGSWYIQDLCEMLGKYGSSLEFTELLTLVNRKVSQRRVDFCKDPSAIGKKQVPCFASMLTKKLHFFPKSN
FN deposit inh: fibronectin deposition inhibition; AH1F fibroblasts, Alexa488-fibronectin deposition fluorescence, overnight; inhibition, % at 12.6 µM; 0.086% of 350,000 active;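 active = mean inhibition across replicates of 30% or more, regardless of how many single replicates reach that level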;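 note: positive control wells lacked labelled fibronectin entirely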
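Assay system: AH1F fibroblast monolayer, labelled fibronectin deposition. Amount: 10000 cells per well. Also added: labelled fibronectin 24 nM. Compound: single-point pinned compound. Incubation: cell attachment 1 h, compound and FN exposure overnight. Detection: fluorescence after three HBSS washes, excitation 485 nm, emission 525 nm. Read-out: inhibition of fibronectin deposition signal.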
Active calls of the source: *; . = not tested or not shown. A portion of the library; the hit share may differ from the screen's.

molecule | CASP6 VEID inh | C2C12 statin | esBAF inh | LGR2 antag | FN deposit inh | S100A4 inh HTS | SIRT5 block
CCOc1ccc(NC(=O)COC(=O)C2C3CC4OC(=O)C2C4C3)cc1 (stereo not given) | -1 | -6 | -3 | 5 | -10 | -3 | -6
O=C(Nc1cccc(F)c1)N1CC(=O)N2[C@H](C1)[C@H](c1ccc(C#Cc3cccnc3)cc1)[C@@H]2CO | 1 | . | . | 23 | . | -8 | 0
Cc1noc(C)c1NC(=O)N(C)C[C@H]1Oc2ccc(NS(=O)(=O)c3ccc(Cl)cc3)cc2CC(=O)N([C@H](C)CO)C[C@@H]1C | -1 | -27 | 2 | 24 | . | -4 | 1
Cc1ccc(NC(=O)c2cc(NC(=O)c3ccco3)ccc2N2CCOCC2)cc1Cl | . | -20 | 0 | 6 | . | . | .
Cc1cc(C)cc(N(CC(=O)NCCSCc2ccco2)S(C)(=O)=O)c1 | 8 | 5 | -4 | -2 | . | 0 | 3
COc1ccc(S(=O)(=O)N2CCN(CC(=O)NC3CCCC3)CC2)cc1 | -1 | 9 | 1 | -7 | -7 | -8 | 11
O=C(O)c1cc([N+](=O)[O-])c(Nc2cccc3ccccc23)c([N+](=O)[O-])c1 | 6 | 8 | 16 | -11 | -3 | -7 | 2
C[C@@H]1CN([C@@H](C)CO)C(=O)Cc2cc(NS(=O)(=O)c3cn(C)cn3)ccc2O[C@@H]1CN(C)Cc1ccc(C(=O)O)cc1 | -3 | -24 | 2 | -6 | . | -19 | -1
COc1ccc(OCC(=O)Nc2c3c(nn2C(C)(C)C)CS(=O)(=O)C3)cc1 | 4 | 3 | -10 | 9 | -1 | -2 | 2
CCCc1c(C(=O)N/N=C/c2ccc(OCc3ccc(F)cc3)cc2)nnn1-c1nonc1N | 0 | 5 | 6 | -2 | . | 7 | .
S=C1NCN(Cc2ccccc2)CN1 | 7 | . | . | . | -6 | -20 | -4
CCCc1nc2sc(C(=O)OCC)c(N)c2c2c1COC(C)(C)C2 | . | -4 | 10 | 11 | . | . | .

Brought forward from above: 5 entries, then new ones.
molecule | CASP6 VEID inh | C2C12 statin | esBAF inh | LGR2 antag | FN deposit inh | S100A4 inh HTS | SIRT5 block
C[C@@H]1CN([C@@H](C)CO)C(=O)Cc2cc(NS(=O)(=O)c3cn(C)cn3)ccc2O[C@@H]1CN(C)Cc1ccc(C(=O)O)cc1 | -3 | -24 | 2 | -6 | . | -19 | -1
COc1ccc(OCC(=O)Nc2c3c(nn2C(C)(C)C)CS(=O)(=O)C3)cc1 | 4 | 3 | -10 | 9 | -1 | -2 | 2
CCCc1c(C(=O)N/N=C/c2ccc(OCc3ccc(F)cc3)cc2)nnn1-c1nonc1N | 0 | 5 | 6 | -2 | . | 7 | .
S=C1NCN(Cc2ccccc2)CN1 | 7 | . | . | . | -6 | -20 | -4
CCCc1nc2sc(C(=O)OCC)c(N)c2c2c1COC(C)(C)C2 | . | -4 | 10 | 11 | . | . | .
O=C(O)C(=O)/C(=C\c1ccsc1)c1ccc2ccccc2n1 | 2 | 16 | 56* | -92 | -3 | 12 | -3
CC(=O)NC(Cc1ccc(F)cc1)C(=O)O (stereo not given) | . | 2 | -4 | . | 9 | . | .
CC(C)N1CCc2c(sc(NC(=O)CCc3ccccc3)c2C(N)=O)C1 | 0 | . | . | 21 | -6 | -5 | -1
Fc1ccc(C2=Nn3c(Cc4ccccc4)nnc3SC2)cc1 | . | 39 | -2 | -19 | . | . | .
COC(=O)C[C@@H]1CC[C@H]2[C@H](COc3ccc(NC(=O)Nc4ccc(C)cc4)cc3C(=O)N2C)O1 | 0 | -6 | 1 | 25 | -9 | -10 | 6
Cc1ccc(CN2CCC[C@]3(N[C@H](c4ccc(C)cc4)[C@@H]4C(=O)N(C)C(=O)[C@@H]43)C2=O)cc1 | 1 | 12 | -6 | -12 | -13 | -2 | 0
O=C(CN1CCC(NC(=O)C2CC2)CC1)Nc1cccc(F)c1 | -1 | -7 | -5 | 21 | 1 | -3 | .
Nc1ccn([C@@H]2O[C@H](C(=O)N[C@H](Cc3ccccc3)C(=O)N3CCN(C(=O)N4CCCCC4)CC3)[C@@H](O)[C@H]2O)c(=O)n1 | -2 | . | . | -29 | 0 | 2 | 1
CC(=O)Nc1ccc(OCCOc2ccc(/C=C3\C(=N)N4N=C(C(C)C)SC4=NC3=O)cc2)cc1 | 7 | . | . | 7 | -2 | 0 | 6
CC12CC(NC(=O)N1c1cccc(C(=O)N3CCN(c4ccccn4)CC3)c1)c1ccccc1O2 (stereo not given) | . | -30 | 5 | . | 8 | . | .
O=C(C[C@@H]1CC[C@H]2[C@@H](COC[C@@H](O)CN2Cc2ccccc2)O1)N[C@@H]1CCN(Cc2ccccc2)C1 | 0 | -2 | -9 | 0 | 0 | 4 | 1
C[C@@H]1CN([C@H](C)CO)C(=O)c2cc(NC(=O)Nc3cccc4ccccc34)ccc2O[C@@H]1CN(C)C | -5 | 17 | -3 | 2 | . | 6 | 1
O=C(OCC(=O)c1ccc[nH]1)c1ccc(Cl)nc1 | 20 | 3 | 1 | 18 | -7 | -1 | 9
O=c1cc(-c2ccccc2Cl)oc2c(NS(=O)(=O)c3cccc4nsnc34)ccc(O)c12 | 2 | -8 | 1 | -13 | -1 | 1 | 2
Cc1ccc(-c2ccc3c(c2)O[C@H](CN(C)C(=O)Nc2ccccc2)[C@H](C)CN([C@@H](C)CO)S3(=O)=O)cc1 | . | 1 | 6 | 5 | -10 | -3 | 4
CCC(=O)N1[C@H](CO)[C@H](c2ccc(-c3ccncc3)cc2)[C@@H]1CN(C)C(C)=O | -5 | . | . | -12 | 1 | -8 | -1
O=C(COC(=O)c1ccc(O)cc1)Nc1cc(S(=O)(=O)N2CCCCCC2)ccc1Cl | 4 | -1 | 0 | -1 | -3 | -2 | 0
Cc1ccc(C(=O)Nc2ccccc2C(=O)NCc2cccnc2)cc1 | -1 | . | . | -3 | 11 | 4 | 0
C[C@@H]1CN([C@H](C)CO)C(=O)Cc2cc(NC(=O)C3CCCCC3)ccc2O[C@H]1CN(C)S(=O)(=O)c1cn(C)cn1 | 3 | -31 | 0 | 14 | . | -9 | -5
F[B-](F)(F)c1cnc2ccccc2c1 | 2 | 2 | -3 | -6 | 1 | 0 | 1
COc1ccc2cc(C(=O)CS(=O)(=O)c3ccccc3)c(=O)oc2c1 | 0 | 3 | 14 | 10 | 11 | 3 | -3
C/C(Nc1ccc(Cl)c(Cl)c1)=C1/CCOC1=O | . | -6 | 1 | -22 | 2 | -4 | 1
O=C(C[C@H]1C[C@H]2c3cc(NS(=O)(=O)c4ccc(F)cc4)ccc3O[C@H]2[C@@H](CO)O1)NCc1cccnc1 | 0 | -3 | 0 | 2 | 1 | 10 | -4
O=C(COC(=O)c1cc(=O)c2ccccc2o1)Nc1c(F)c(F)c(F)c(F)c1F | 3 | 0 | 2 | 6 | 3 | -3 | -1
O=C(CN1CCOCC1)N[C@H]1CC[C@H](CCNC(=O)C2CCCCC2)O[C@@H]1CO | 0 | -1 | -3 | -1 | -2 | -12 | -7
O=C(O)c1c(-n2cccc2)sc2c1CCCC2 | 1 | . | . | -29 | -7 | -2 | -1
CO[C@H]1CC[C@H]2CCN(C)C(=O)[C@H](C)[C@H](OC)CN(C)C(=O)c3cccc(C#N)c3OC[C@H]1O2 | -3 | 6 | -4 | -4 | 2 | 0 | -1
CCOc1ccc(NC(=O)CCCn2c(=S)[nH]c3ccsc3c2=O)cc1 | 7 | . | . | 19 | 11 | 6 | 0
C[C@@H]1CN([C@@H](C)CO)C(=O)c2cccc(NS(=O)(=O)c3cn(C)cn3)c2O[C@H]1CN(C)Cc1ccc(C(=O)O)cc1 | -8 | . | -5 | 8 | . | -5 | 4
CC1=C(C(N)=O)C(c2cccnc2)n2nc(-c3cccc(Cl)c3)nc2N1 (stereo not given) | . | 11 | -5 | . | 7 | . | .
O=C(/C=C/c1ccccc1)N/C(=C/c1ccccc1)C(=O)Nc1cccc(C(=O)O)c1 | 4 | 4 | 9 | 3 | 2 | -3 | -6
O=C(c1ccc(Cl)cc1)C1CCCN(Cc2ccc(Oc3ncccn3)cc2)C1 (stereo not given) | 6 | -4 | 10 | 6 | 0 | -2 | -5
Cc1cccc(C(=O)Nc2cc(OCc3cccc(F)c3)c(Cl)cc2Cl)c1 | 2 | 113* | 21 | 7 | -2 | 6 | -1
NS(=O)(=O)c1cccc(NC(=O)c2cccs2)c1 | 1 | -3 | -4 | -14 | 17 | 19 | -1
C[C@@H]1CN([C@@H](C)CO)C(=O)c2cccc(NC(=O)CCCCCC(=O)Nc3ccccc3N)c2O[C@H]1CN(C)Cc1ccc(-c2ccccc2)cc1 | 0 | . | . | -17 | 11 | 2 | 18*
CN1CCN(C(=O)C[C@H]2C[C@@H]3c4cc(NS(=O)(=O)c5ccc(F)cc5)ccc4O[C@@H]3[C@H](CO)O2)CC1 | . | 0 | 6 | 16 | -1 | . | .
COc1c(-c2ccc(O)c(O)c2)oc2cc(O)cc(O)c2c1=O | 48* | 9 | -3 | -20 | . | -1 | .
CCOC(=O)N1CCC2(CC1)C(C#N)=C(N)OC1=C2C(=O)CCC1 | 1 | 7 | -8 | -8 | 6 | 0 | 1
CCC(=O)NC(c1cccs1)c1ccc2cccnc2c1O (stereo not given) | -1 | . | . | 11 | 4 | -9 | -5
COc1ccc(-n2nnnc2SCC(=O)Nc2ccccc2N2CCOCC2)cc1OC | 0 | . | . | 38 | 4 | -3 | -9

Structures listed so far with a furan ring, fused or not, in the order listed:
molecule | CASP6 VEID inh | C2C12 statin | esBAF inh | LGR2 antag | FN deposit inh | S100A4 inh HTS | SIRT5 block
Cc1ccc(NC(=O)c2cc(NC(=O)c3ccco3)ccc2N2CCOCC2)cc1Cl | . | -20 | 0 | 6 | . | . | .
Cc1cc(C)cc(N(CC(=O)NCCSCc2ccco2)S(C)(=O)=O)c1 | 8 | 5 | -4 | -2 | . | 0 | 3

Random excerpt: 2 records from the list, in no set order.
molecule | CASP6 VEID inh | C2C12 statin | esBAF inh | LGR2 antag | FN deposit inh | S100A4 inh HTS | SIRT5 block
COc1c(-c2ccc(O)c(O)c2)oc2cc(O)cc(O)c2c1=O | 48* | 9 | -3 | -20 | . | -1 | .
O=C(CN1CCC(NC(=O)C2CC2)CC1)Nc1cccc(F)c1 | -1 | -7 | -5 | 21 | 1 | -3 | .
